# Source: PubChem
# beta cell repl: inducers of beta-cell replication in MIN6 cells. MIN6 cells proliferation, ATPlite luminescence, 48 h; cells starved in 0.2% serum; 100% = growth in 10% serum. proliferation, % at 10 µM. 330,000 compounds, 0.29% hits. AID 2380;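 active = compounds whose signal lies at least 3.5 SD above the mean of all wells on their plate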;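 note: 0% = DMSO-treated cells in low-serum medium and 100% = 10% serum control; some compounds called inactive have numbers as strong as hits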
# mIAP act: mouse IAP activation; muIAP, CDP-Star luminescence, 30 min; active compounds read high; 1 = vehicle-only enzyme signal, 0 = enzyme-free wells; 330,000 compounds, 0.24% hits; AID 2805; activation factor at 10 µM;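 active = activation factor of at least 2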; note: the source names both 10 and 20 µM as test concentration; values of inactives mirror those of a sister screen read the other way
#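 System: Mouse IAP enzyme | Also added: CDP-Star substrate | Dosing: Compounds dispensed in DMSO | Schedule: 30 min enzyme-substrate-compound incubation at room temperature | Technique: Chemiluminescence readout | Control set: DMSO-only wells and no-enzyme negative control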
# mIAP inh: mouse IAP inhibition. purified mouse IAP, CDP-Star luminescence, 30 min. inhibition, % at 10 µM. 330,000 compounds, 0.2% hits;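 active = inhibition of at least 40% at 10 µM in the primary screen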;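 note: plate controls were DMSO with enzyme for no effect and no enzyme wells for full effect; values of inactives mirror those of a sister screen read the other way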
# hIAP inh: human IAP inhibition. 330,000 compounds, 0.12% hits. purified IAP, CDP-Star luminescence, 30 min. inhibition, % at 10 µM. AID 2544. P09923;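 active = inhibition reaching a set limit with compound at 10 µM in the primary screen, cut at about 35% in these data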;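 note: plate controls were DMSO wells with enzyme for no effect and no-enzyme buffer wells for full effect; values of inactives mirror those of a sister screen read the other way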
# Target sequence (P09923 whole entry, looked up): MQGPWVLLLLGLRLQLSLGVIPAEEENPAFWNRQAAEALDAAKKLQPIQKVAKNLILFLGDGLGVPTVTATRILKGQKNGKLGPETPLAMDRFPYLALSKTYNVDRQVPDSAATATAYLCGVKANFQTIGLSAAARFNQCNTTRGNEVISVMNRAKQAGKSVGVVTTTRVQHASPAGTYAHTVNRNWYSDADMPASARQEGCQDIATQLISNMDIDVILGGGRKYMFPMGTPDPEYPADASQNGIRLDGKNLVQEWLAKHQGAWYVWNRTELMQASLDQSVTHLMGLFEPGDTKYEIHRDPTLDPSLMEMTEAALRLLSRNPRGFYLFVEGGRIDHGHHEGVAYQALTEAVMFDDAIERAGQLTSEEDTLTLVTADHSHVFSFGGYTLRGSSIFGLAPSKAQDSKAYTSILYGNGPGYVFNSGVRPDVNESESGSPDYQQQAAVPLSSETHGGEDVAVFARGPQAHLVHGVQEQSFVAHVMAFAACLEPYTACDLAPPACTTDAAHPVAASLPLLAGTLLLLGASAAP
# NALP3 yeast inh: NALP3 inhibition in yeast; Yeast reconstituted NLRP3/ASC/caspase-1, beta-gal luminescence, 24 h; inhibition, % at 10 µM; 330,000 compounds, 0.39% hits;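 active = inhibition of 50% or more; inactive = inhibition below 50%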;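 note: plate controls were induced DMSO wells for no effect and uninduced yeast grown without galactose for full effect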
# tim10-1 inh: growth inhibitors of tim10-1 mutant yeast. S. cerevisiae tim10-1 ts strain growth, BacTiter-Glo, 24 h. 330,000 compounds, 2.2% hits. inhibition, % at 20 µM. AID 463190;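 active = inhibition of at least 40%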;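 note: mutant grown at 25 °C; 0% = DMSO wells with yeast and 100% = wells holding no yeast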
# APOBEC3A inh: human APOBEC3A DNA deaminase inhibition; P31941; recombinant A3A, FAM/TAMRA ssDNA deamination fluorescence; inhibition, % at 20 µM; 330,000 compounds, 0.41% hits; AID 493011;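 active = at least 40% inhibition at 20 µM here, with at most 30% in a related deaminase screen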;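 note: plate controls were A3A with DMSO for no effect and wells lacking A3A enzyme for full effect; some results filed as inactive read as strong as hits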
# Target sequence (P31941 whole entry, looked up): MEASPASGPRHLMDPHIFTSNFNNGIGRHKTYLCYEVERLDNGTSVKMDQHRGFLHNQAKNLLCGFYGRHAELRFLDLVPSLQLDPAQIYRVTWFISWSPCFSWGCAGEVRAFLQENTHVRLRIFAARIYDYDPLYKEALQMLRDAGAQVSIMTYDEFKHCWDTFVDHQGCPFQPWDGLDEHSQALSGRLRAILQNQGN
# A3G deaminase: inhibitors of human APOBEC3G DNA deaminase; 330,000 compounds, 0.28% hits; AID 493012; inhibition, % at 20 µM; recombinant A3G, ssDNA deamination FAM/TAMRA fluorescence; Q9HC16;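 active = inhibition of at least 40% at 20 µM, with no more than 30% in the related APOBEC3A deaminase screen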;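 note: plate controls were DMSO wells with A3G for no effect and wells lacking A3G enzyme for full effect; some compounds called inactive have numbers as strong as hits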
# TIM10 inh: inhibits growth of TIM10 yeast strain; S. cerevisiae TIM10 strain growth, BacTiter-Glo luminescence, 24 h; inhibition, % at 10 µM; 330,000 compounds, 1.4% hits;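 active = inhibition of 40% or more at the single tested concentration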;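 note: wild-type TIM10 isogenic control strain grown at permissive 25 °C; 0% = DMSO yeast wells and 100% = minimal medium wells without yeast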
# Starred values were filed as active, the others as inactive.
SMILES,beta cell repl,mIAP act,mIAP inh,hIAP inh,NALP3 yeast inh,tim10-1 inh,APOBEC3A inh,A3G deaminase,TIM10 inh
CC(C)c1ccc(NC2CCCN(C(=O)c3ccnn3C)C2)cc1 (stereo not given),3,0.99,1,-3,22,-12,-7,-6,3
COCCCNC(=S)Nc1ccccc1[N+](=O)[O-],-2,1,-2,12,11,-1,-8,-17,0
COc1ccc(OC(C)C(=O)NC(C)c2ccccc2)cc1 (stereo not given),0,0.97,2,-14,36,34,-2,-12,3
CC(C)CC(C(=O)N1CCOCC1)N1Cc2ccccc2C1=O (stereo not given),0,0.98,2,10,8,6,1,30,-4
O=C(COC(=O)c1ccc(O)cc1)Nc1cccc(S(=O)(=O)NC2=NCCC2)c1,-1,1.1,-6,-3,10,7,-1,-5,6
CN(C)c1cccc(C(=O)OCC(=O)Nc2ccccc2Sc2ccccc2)c1,-3,1,-1,0,-5,18,0,0,-8
O=C(Nc1ccc(NS(=O)(=O)c2ccccc2)cc1)c1ccc(Cl)cc1,-3,1,-1,-25,22,10,2,0,2
COc1cc(C(C(=O)NC2CCCC2)N(C(=O)c2snc(C(N)=O)c2N)C2CCCC2)cc(OC)c1OC (stereo not given),-4,0.98,2,2,21,-15,-1,-5,9
Cc1noc(C)c1CSc1ccccc1C(=O)O,0,0.98,2,11,14,2,1,2,-5
CSc1nsc(NC(=O)OCc2ccc(Cl)cc2)n1,0,0.77,23,-11,35,6,-5,-5,12
COc1cc(NC(=O)CN2CCC(C(N)=O)(N3CCCCC3)CC2)c(OC)cc1Cl,1,1,-1,-6,11,17,1,-3,-19
COc1ccc(CNC(=O)CCCn2nc(C)c3c(C)n(-c4ccccc4)nc3c2=O)cc1,1,1,-3,-32,5,18,-1,-2,0
O=c1cc(-c2ccccc2)oc2cc(OCc3ccccc3)cc(O)c12,-1,0.99,1,12,7,-2,20,-4,7
CSc1nc2ncc(C#N)cn2n1,0,0.97,3,-9,-1,-9,-2,-4,-5
CCOC(=O)NC(=O)/C(C#N)=N\Nc1ccc(Cl)cc1,1,1,0,10,5,17,0,-5,14
O=C(Cc1ccc(Cl)cc1)NNC(=O)c1ccco1,-4,0.89,11,-25,8,-14,2,-6,-2
NC(=S)Nc1cccc(F)c1,1,1.1,-8,-2,-2,3,-3,-6,5
CC(C(=O)N1CCN(Cc2ccc3c(c2)OCO3)CC1)c1ccc([N+](=O)[O-])cc1 (stereo not given),-1,1,-3,-11,19,5,0,0,-2
C#CC1CN(Cc2ccccc2)CC(C#C)N1C (stereo not given),-4,0.98,2,-15,-23,5,1,-1,6
CC(NC(=O)CCc1nnc(C2(c3ccc(Cl)cc3)CCC2)o1)C1CC1 (stereo not given),1,1.1,-6,-5,-2,14,1,-1,7

# The closing four records of the part above open the next one:
SMILES,beta cell repl,mIAP act,mIAP inh,hIAP inh,NALP3 yeast inh,tim10-1 inh,APOBEC3A inh,A3G deaminase,TIM10 inh
NC(=S)Nc1cccc(F)c1,1,1.1,-8,-2,-2,3,-3,-6,5
CC(C(=O)N1CCN(Cc2ccc3c(c2)OCO3)CC1)c1ccc([N+](=O)[O-])cc1 (stereo not given),-1,1,-3,-11,19,5,0,0,-2
C#CC1CN(Cc2ccccc2)CC(C#C)N1C (stereo not given),-4,0.98,2,-15,-23,5,1,-1,6
CC(NC(=O)CCc1nnc(C2(c3ccc(Cl)cc3)CCC2)o1)C1CC1 (stereo not given),1,1.1,-6,-5,-2,14,1,-1,7
Fc1cccc(F)c1/C=N/Nc1ccccn1,-1,0.99,1,-3,-8,15,-5,-7,11
COc1ccc(N(CC(=O)NCCSCc2ccco2)S(=O)(=O)c2ccccc2)cc1Cl,-2,1,0,-13,21,26,1,0,10
Cc1ccc(CCC(=O)Nc2ccc(S(N)(=O)=O)cc2)o1,0,0.89,11,-28,15,-14,4,-3,-3
CCOc1ccc(-n2ccnc(SCC(=O)Nc3ccc(CC)cc3)c2=O)cc1,-4,0.79,21,-2,33,16,0,-4,7
CCCNC(=O)COC(=O)c1n[nH]c2ccccc12,-1,0.74,26,-9,10,0,7,1,-11
Cc1nn(C(=O)N(C)C)c(C)c1CN1C(=O)c2ccccc2C1=O,-3,1,-3,-8,17,16,-4,-10,-3
COc1ccc(-c2cc(C(F)(F)F)nc(N3CCN(Cc4ccccc4)CC3)n2)cc1OC,-6,1,-3,-19,6,46*,-4,-4,21
Cc1cccc(OCc2nnc(SCc3cc(=O)[nH]c4ccccc34)n2-c2ccccc2)c1,0,0.98,2,-5,8,26,0,-6,-9
CC(C)NC(=O)CSc1nc(Cc2cccs2)nc2ccccc12,0,0.85,15,16,39,35,-4,-6,16
Cc1ccc([N+](=O)[O-])cc1NC(=O)c1ccc(CSc2ccccc2)cc1,0,0.89,11,7,21,-4,1,1,-7
CCn1c2ccccc2c2cc(NC(=O)CSc3nnc(C4CC4)n3Cc3ccco3)ccc21,-3,1,-1,0,26,34,-6,-12,22
COc1cc(C(CC(=O)Nc2ncccc2C)N2Cc3ccccc3C2=O)cc(OC)c1OC (stereo not given),-1,1.1,-7,-7,13,13,0,-3,-13
Nc1nonc1C(=O)NC(c1ccccc1)c1ccccc1,-1,1.1,-8,5,15,30,-2,-2,15
Nc1cc(S(=O)(=O)Nc2ccccc2Cl)ccc1N1CCOCC1,1,0.99,1,10,3,19,-2,-8,5
COc1ccc(-c2nnc3ccc(SCC(=O)N4CCOCC4)nn23)cc1,1,0.99,1,12,-1,-1,2,-6,-11
COc1cc2cc(CN(CCCO)S(=O)(=O)c3ccccc3)c(=O)[nH]c2cc1OC,-2,0.96,4,-61,-8,22,-7,-8,18
COc1cc(O)ccc1C=O,-2,1.1,-8,-8,-20,10,-6,-7,7
COc1ccccc1/C=C/C(=O)NCC(=O)N/N=C/c1ccccc1[N+](=O)[O-],-3,0.97,2,2,15,16,-2,-6,-3
COCCn1c(SCc2cccc(F)c2)nc2cc(C(=O)OC)ccc2c1=O,-2,0.92,8,17,9,29,1,-6,7
Cc1nnc2sc(SCC(=O)N3CCCCC3)nn2c1=O,-2,1,0,-1,15,-9,-2,-6,3
NC1=NN=C(N2N=C(c3ccc(Br)cc3)CC2(O)C(F)(F)F)n2ncnc2C1 (stereo not given),-2,0.95,5,-162,6,3,-4,-3,9
COc1ccc(C(=O)CC2(C(=O)O)CCCCC2)cc1,-2,1,-2,7,16,2,-8,-7,-1
COc1ccc(NS(=O)(=O)c2ccc(NC(=O)Cc3cccs3)cc2)cc1,0,1,-2,-7,5,8,1,-4,-32
O=C(Nc1ccncc1)C1COc2ccccc2O1 (stereo not given),1,1,-1,15,-2,4,-3,-2,-2
COc1ccc(OC)c(NC(=O)c2ccc(N3C(=O)C4CC=C(C)CC4C3=O)cc2)c1 (stereo not given),0,0.93,7,-7,13,6,-3,-3,-13
CC(C)c1nc(SCC(=O)N2CCCC2)c2ccccc2n1,2,0.97,3,14,1,26,2,-2,-3
CCn1c(=O)cc(OCC(=O)NCCc2ccc(OC)c(OC)c2)c2ccccc21,-1,1,-5,-24,7,3,-1,-12,8
O=C(CN(c1ccccc1)S(=O)(=O)c1ccc(Cl)cc1)Nc1ccccc1C(=O)N1CCCC1,-2,0.88,12,-13,23,18,5,1,17
O=S1(=O)N=C(N2CCN(Cc3ccccc3)CC2)c2ccccc21,0,1,-4,-5,8,-12,-2,-5,-13
CSCCC1NC(=S)N(Cc2ccccc2)C1=O (stereo not given),0,1,-1,-6,5,24,2,-2,9
COc1cc(OC)cc(C(=O)NNC(=S)NCc2ccco2)c1,0,1.1,-12,-53,2,-2,-6,-12,12
OC(c1nc2ccc(F)cc2[nH]1)C(O)c1nc2ccc(F)cc2[nH]1 (stereo not given),-4,0.86,14,-262,15,12,-6,-5,-19
COc1cccc(CNC(=O)c2nnn(CC(=O)Nc3ccc(Br)cc3)c2N)c1,2,1,-3,-7,6,27,-3,-8,4
CCOC(=O)CSC1=C(C#N)C(=O)NC(c2ccc(OC)cc2)S1 (stereo not given),2,0.96,4,-1,4,12,-3,-3,1
Cc1ccc(C)c(C(=O)NC(C)CCc2ccccc2)c1 (stereo not given),0,1,0,-15,14,11,0,-8,16
OC[C@H]1NC[C@@H](O)[C@@H]1O,-3,0.95,4,14,23,4,1,0,7
CCC/C(=C1/c2ccccc2C(=O)N1c1ccccc1)c1ccc2c(c1)OCCO2,-8,0.85,15,17,10,-8,0,-1,-6
COc1ccc(Nc2nc(N)nc(CN3CCC(Cc4ccccc4)CC3)n2)cc1,-7,1,-4,-27,-5,1,-2,-7,3
COc1cc(NC(=O)Cn2cnc(S(=O)(=O)N3CCC(C)CC3)c2)cc(OC)c1OC,0,1,-1,2,4,13,0,-4,-1
CN1CCN(c2ccc(S(=O)(=O)N3CCCCC3)cc2NC(=O)COc2cccc(Cl)c2)CC1,-5,1.1,-5,12,14,4,37,-2,12
CC1CCCC(C)N1C(=O)COC(=O)CSc1ccc(C(N)=O)cc1[N+](=O)[O-] (stereo not given),-4,0.89,11,-2,14,-6,-1,8,-6
CCc1nn(C(C)C(=O)NCCN2CCN(c3cccc(C)c3C)CC2)c(=O)c2cc3occc3n12 (stereo not given),-5,1,-1,1,8,15,-1,-2,0
O=C1Nc2ccccc2N(O)N1c1cc(-c2ccc(Cl)cc2)[nH]n1,-4,1,-3,14,9,6,1,-5,2
O=C(CNC(=O)C1CCCCC1)Nc1ccc(Cl)cc1,0,1,0,4,3,-9,-1,-3,8
COc1ccc(N2CCN(CCCNC(=O)Nc3ccccc3)CC2)cc1,-2,1.2,-20,-9,10,-12,-6,-7,-7
CC(=O)N1N=C(c2cccc(Cl)c2)OC1c1cccc([N+](=O)[O-])c1 (stereo not given),-5,0.89,11,-2,-15,29,0,-6,23
CCCCSc1nnc(-c2ccc(OC)cc2)n1C,0,0.96,4,10,18,12,-2,-4,0
Cc1ccc(C2(C)NC(=O)N(CC(=O)Nc3nc(-c4ccccn4)cs3)C2=O)cc1 (stereo not given),-3,0.89,11,-20,12,18,2,56*,2
Cc1cc(/C=C(\C#N)C(=O)NCc2cccs2)c(C)n1-c1ccccc1F,-4,0.91,9,19,1,9,-1,-1,15
NC(=O)c1ccc(/C=N/O)[n+](Cc2ccccc2)c1,3,0.97,3,-3,17,-2,-4,-4,2
CC(=O)c1ccc(NC(=O)NC2CC(=O)N(c3ccc4c(c3)OCCO4)C2)cc1 (stereo not given),1,0.98,2,4,15,-5,3,-5,-7
N#Cc1ccccc1Sc1ccccc1C(=O)OCC(N)=O,-1,0.96,4,8,-7,6,32,-5,-6
CC1CN(S(=O)(=O)c2cccc(C(=O)NCc3ccc4c(c3)OCO4)c2)CC(C)O1 (stereo not given),-3,1,-3,5,10,24,0,-4,34
CCC1CCc2[nH]nc(C(=O)O)c2C1 (stereo not given),0,1,-4,-4,20,13,-3,4,2
CC(C)CC(=O)N1CCN(Cc2ccc3ccccc3c2)CC1,2,0.95,5,-21,18,-10,-4,-8,-3
Cc1cccc(C)c1NC(=O)CNC(=O)c1c(C)nn(C)c1Cl,1,1,0,-1,3,6,2,-3,-18
O=C(CNC(=O)c1ccncc1)Nc1ccc(F)c(F)c1,-1,1,-4,25,13,6,-3,-7,2
CCCCN(CC)CCNC(=O)CN1C(=O)COc2ccc(S(=O)(=O)N3CCCC3)cc21,-5,1.1,-14,-3,-2,5,4,-4,-7
